# Bioassay records: PubChem, The Scripps Research Institute Molecular Screening Center
# hgDAF12 agonist: H. glycines DAF-12 receptor agonists, primary screen, cell-based, luminescence, HEK293, GAL4 fusion, UAS-luciferase; Nuclear hormone receptor DAF-12 (Heterodera glycines), GAL4 fusion; HEK293 GAL4-hgDAF12 UAS-luciferase reporter, agonist luminescence; normalized to butyrate control; activation, % at 6.8 µM; 1.8% of 370,000 active; AID 687014, 2013;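 active = activation above a cutoff set at the mean of all screened compounds plus 3 SD, cut at about 10% in these data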;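 note: 0% = DMSO wells and 100% = sodium butyrate wells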
# sPLA2-III inh: human group III sPLA2 inhibitors, primary screen, biochemical, QFRET, BODIPY PC-A2 liposome substrate; Group 3 secretory phospholipase A2 (Homo sapiens), Q9NZ20; QFRET BODIPY PC-A2 liposome hydrolysis, fluorescence; inhibition, % at 12.2 µM; 0.56% of 370,000 active;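 active = inhibition above mean plus 3 SD of compounds lying within the high and low control bounds, cut at about 19% in these data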;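 note: 0% = median of test compound wells and 100% = no enzyme DMSO wells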
# Target sequence (Q9NZ20 whole entry, looked up): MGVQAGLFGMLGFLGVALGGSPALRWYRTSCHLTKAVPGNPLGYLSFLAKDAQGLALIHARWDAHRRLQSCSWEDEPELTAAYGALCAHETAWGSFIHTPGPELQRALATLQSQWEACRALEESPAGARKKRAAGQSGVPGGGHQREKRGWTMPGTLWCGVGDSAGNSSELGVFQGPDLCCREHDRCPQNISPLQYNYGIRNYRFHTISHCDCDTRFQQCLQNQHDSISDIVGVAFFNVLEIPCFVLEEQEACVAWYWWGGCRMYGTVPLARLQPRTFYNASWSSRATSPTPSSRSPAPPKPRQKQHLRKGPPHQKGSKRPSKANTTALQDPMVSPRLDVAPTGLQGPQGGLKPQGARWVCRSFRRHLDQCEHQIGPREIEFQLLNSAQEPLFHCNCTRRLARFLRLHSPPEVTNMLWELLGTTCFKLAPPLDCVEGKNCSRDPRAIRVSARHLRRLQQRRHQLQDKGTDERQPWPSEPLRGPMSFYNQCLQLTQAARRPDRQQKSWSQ
# ADAM10 inh: human ADAM10 inhibitors, primary screen, biochemical, QFRET, HTS; AID 720582, 2013; recombinant ADAM10, EDANS/DABCYL FRET peptide cleavage, 3 h; 0.62% of 370,000 active; inhibition, % at 7 µM;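 active = inhibition above a per-campaign cutoff equal to the mean of compounds falling between control-based bounds plus 3 SD, cut at about 20% in these data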;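 note: 0% = DMSO wells while the 100% control is not disclosed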
# Target sequence (O14672 214-748 limits assumed): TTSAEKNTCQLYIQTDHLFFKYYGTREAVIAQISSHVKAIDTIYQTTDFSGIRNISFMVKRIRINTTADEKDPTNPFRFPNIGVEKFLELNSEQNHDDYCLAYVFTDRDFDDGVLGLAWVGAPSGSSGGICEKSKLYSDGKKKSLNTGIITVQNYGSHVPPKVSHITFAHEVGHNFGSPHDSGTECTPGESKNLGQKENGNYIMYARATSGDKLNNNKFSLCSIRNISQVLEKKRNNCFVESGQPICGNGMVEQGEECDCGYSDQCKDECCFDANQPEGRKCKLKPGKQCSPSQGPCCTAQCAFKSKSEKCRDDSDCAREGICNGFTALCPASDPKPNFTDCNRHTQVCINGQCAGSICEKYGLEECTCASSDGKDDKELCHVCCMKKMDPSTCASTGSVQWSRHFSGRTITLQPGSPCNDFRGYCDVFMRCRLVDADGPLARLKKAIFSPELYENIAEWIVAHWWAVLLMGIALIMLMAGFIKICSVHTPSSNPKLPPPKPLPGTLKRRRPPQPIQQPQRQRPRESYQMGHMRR
# FXN GAA850 act: FXN promoter activators, primary screen, cell-based, luciferase luminescence, HEK293 lucGAA850. activation, % at 6 µM. AID 540364, 2011. 0.56% of 360,000 active. HEK293 lucGAA850 FXN promoter luciferase reporter, 24 h; percent of 10 µM SAHA response;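 active = activation above the average of all compounds screened plus 3 SD, cutoff fixed separately per campaign, cut at about 7.5% in these data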;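 note: 0% = DMSO wells and 100% = 10 µM SAHA wells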
# DAX1 inh-1: DAX1 (NR0B1) inhibitors on StAR promoter, primary screen, cell-based, luminescence, SF-1 (NR5A1), full-length DAX-1 | HEK293T StAR-luciferase reporter, SF-1/DAX-1 repression relief | inhibition, % at 6.8 µM | 1.1% of 370,000 active | AID 652010, 2013;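 active = inhibition above the mean over all tested compounds plus 3 SD, cut at about 3.6% in these data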;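 note: 0% = DAX-1 cells with DMSO and 100% = cells lacking DAX-1 with DMSO; higher inhibition means more luminescence from relief of DAX-1 repression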
# PLC-gamma1 inh: PLC-gamma1 enzyme inhibitors, primary screen, biochemical, fluorescence, purified enzyme; 0.84% of 370,000 active; fluorogenic substrate; inhibition, % at 12.2 µM; AID 720700, 2013; 1-phosphatidylinositol 4,5-bisphosphate phosphodiesterase gamma-1 (Homo sapiens), P19174; in the data active = inhibition above about 9.5%
# hcDAF-12 act: H. contortus DAF-12 nuclear receptor activators, primary screen, cell-based, luminescence, HEK293, lit1-tk-luc reporter; HEK293 hcDAF-12 lit1-tk-luc reporter; 0% DMSO, 100% Δ7-dafachronic acid; activation, % at 6.8 µM; 1.4% of 370,000 active;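 active = activation above the mean of all tested compounds plus 3 SD, cut at about 5.5% in these data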;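 note: 100% = response to 3 µM Δ7-dafachronic acid high control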
# ADAM17 inh: ADAM17 inhibitors, primary screen, biochemical, QFRET. Disintegrin and metalloproteinase domain-containing protein 17 (Homo sapiens), P78536. recombinant ADAM17, EDANS/DABCYL FRET peptide cleavage. inhibition, % at 6.95 µM. 0.83% of 370,000 active;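 active = inhibition above the mean of compounds lying between control limits plus 3 SD, set per campaign, cut at about 8.5% in these data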;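 note: 0% = DMSO-only wells as the low control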
# ssDAF-12 act: S. stercoralis DAF-12 nuclear receptor activators, primary screen, cell-based, luminescence, HEK293, GRIP1 co-expression, lit1-tk-luc; HEK293 ssDAF-12/GRIP1 lit1-tk-luc reporter; % of 3 µM dafachronic acid response; activation, % at 6.8 µM; 1% of 370,000 active; AID 652126, 2013;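 active = activation above the mean over all tested compounds plus 3 SD, cut at about 0.9% in these data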;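 note: 0% = DMSO-only wells and 100% = 3 µM delta7-dafachronic acid wells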
# PLCb3 inh: human PLC-beta3 inhibitors, primary screen, biochemical, fluorescence | inhibition, % at 12.2 µM | 0.18% of 370,000 active | 1-phosphatidylinositol 4,5-bisphosphate phosphodiesterase beta-3 (Homo sapiens), Q01970 | Purified PLC-beta3, fluorogenic substrate; in the data active = inhibition above about 11%;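 note: 0% = median of compound wells on plate and 100% = full blocker control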
# DAX1 inh-2: DAX1 (NR0B1) inhibitors, primary screen, cell-based, HEK293, Gal4-DAX1, luciferase luminescence; HEK293 Gal4-DAX1 luciferase reporter; inhibition, % at 6.75 µM; 0.99% of 340,000 active; AID 504766, 2011;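 active = inhibition above the mean over all tested compounds plus 3 SD, cut at about 4.2% in these data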;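 note: 0% = DAX1-transfected cells with DMSO and 100% = empty-vector control cells with DMSO; inhibition shows as a rise in luminescence from relieved DAX1 repression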
# Numbers without * were called inactive; . = no result given. Hits appear at their usual frequency. About 6.9% of those tested had a hit in this group.
SMILES,hgDAF12 agonist,sPLA2-III inh,ADAM10 inh,FXN GAA850 act,DAX1 inh-1,PLC-gamma1 inh,hcDAF-12 act,ADAM17 inh,ssDAF-12 act,PLCb3 inh,DAX1 inh-2
COc1cc(C(=O)N2c3ccccc3CCC2C)cc(OC)c1OC (stereo not given),-0.1,4.7,3.8,1.8,-1.0,-0.5,-3.8,-0.6,-2.1,-3.8,-2.9
Cc1oc(-c2cccs2)[n+]([O-])c1C,0.5,0.2,0.6,0.3,-0.7,-2.6,-0.4,2.5,-1.4,1.3,0.8
COc1ccc(C(=O)NCCC(C)C)cc1S(=O)(=O)N1CCOCC1,1.6,-1.1,1.9,-0.9,-0.4,2.2,-2.0,-0.1,-1.4,-0.7,-0.7
CCCCOc1ccc(C(=O)NC2CCCCN(Cc3ccccc3C)C2=O)cc1 (stereo not given),1.0,-0.3,1.3,.,-4.5,1.9,-3.7,0.0,-1.5,1.2,.
O=C(Nc1cc(F)ccc1F)C1CCCN(c2ncnc3c2nc2n3CCCCC2)C1 (stereo not given),-3.4,-8.8,9.1,0.2,-1.1,0.2,-2.6,-1.2,-1.2,-2.5,-0.7
O=C1COCC(=O)N1CCc1c[nH]c2ccccc12,1.6,-8.0,1.5,0.7,-0.2,0.5,0.7,-3.6,-1.3,-9.6,0.5
COC(=O)C1(CO)NC(c2ccc(C)cc2)C2C(=O)N(c3ccccc3)C(=O)C21 (stereo not given),0.5,-3.0,2.1,-0.7,0.4,-1.1,0.8,-4.6,-0.4,-5.6,0.2
COc1ccc(/C(=N/O)C(C)(C)NO)cc1,2.5,0.3,2.6,2.2,-0.2,1.2,0.0,2.9,-0.9,4.8,1.2
COc1ccc(CN(C)Cc2ccccc2)c(OC)c1OC,1.6,-2.4,6.0,-2.0,-0.2,10.9*,-1.9,0.0,-0.1,2.1,-0.2
CCOC(=O)C1=C(C)C/C(=N\NC(=O)c2ccccc2O)CC1,3.6,10.9,-6.7,2.2,1.4,-14.1,-0.8,-4.0,-1.3,-26.5,-0.4
CCN1CCN(c2ccc(S(=O)(=O)N3CCOCC3)cc2NC(=O)c2cc(Cl)nc3ccccc23)CC1,-0.8,-1.5,5.8,-2.9,2.8,-1.6,0.8,0.2,-0.2,-4.1,0.2
COC(=O)Cn1nc(-c2ccccc2)c2ccccc21,-0.1,-3.3,1.7,-0.9,-0.5,2.2,-2.6,-0.3,-1.6,1.8,0.2
CCOC(=O)c1sc(NC(=O)c2cc3ccccc3o2)nc1C,3.7,4.0,-5.2,1.8,2.8,-7.8,0.9,-0.5,-0.8,-15.3,1.4
CCCC(C)c1nnc(NC(=O)CN2C(=O)c3ccccc3C2=O)s1 (stereo not given),1.1,-3.8,-26.8,-0.1,0.1,-0.9,-0.5,-3.6,-1.1,-6.8,2.4
Nc1cccnc1Sc1cccc(Cl)c1,-1.8,8.2,-70.6,-0.5,-0.8,-6.4,0.1,-11.4,-1.6,-12.7,1.9

# Structures listed so far that have a Cl atom (two):
SMILES,hgDAF12 agonist,sPLA2-III inh,ADAM10 inh,FXN GAA850 act,DAX1 inh-1,PLC-gamma1 inh,hcDAF-12 act,ADAM17 inh,ssDAF-12 act,PLCb3 inh,DAX1 inh-2
CCN1CCN(c2ccc(S(=O)(=O)N3CCOCC3)cc2NC(=O)c2cc(Cl)nc3ccccc23)CC1,-0.8,-1.5,5.8,-2.9,2.8,-1.6,0.8,0.2,-0.2,-4.1,0.2
Nc1cccnc1Sc1cccc(Cl)c1,-1.8,8.2,-70.6,-0.5,-0.8,-6.4,0.1,-11.4,-1.6,-12.7,1.9

# The results go on.
SMILES,hgDAF12 agonist,sPLA2-III inh,ADAM10 inh,FXN GAA850 act,DAX1 inh-1,PLC-gamma1 inh,hcDAF-12 act,ADAM17 inh,ssDAF-12 act,PLCb3 inh,DAX1 inh-2
Cc1cc2nc3n(c2cc1C)CC1CC(C(=O)NCCC(C)C)N(C)C31 (stereo not given),-1.7,2.5,-6.6,1.4,-0.8,-2.5,-0.5,-4.7,-0.7,-1.7,0.2
NC(=O)[C@@H]1[C@@H]2C(=O)N(c3ccc(F)cc3)C(=O)[C@@H]2[C@H]2C=Cc3ccccc3N21,1.2,-13.1,-126.3,0.4,-0.2,-95.4,7.5*,-37.9,0.1,-121.3,.
O=C(c1cccc(Cl)c1)C1CCCN(Cc2ccc(N3CCNC3=O)cc2)C1 (stereo not given),-0.4,-12.0,-1.5,0.5,-0.1,3.1,-0.5,0.4,-1.8,-3.6,-1.4
COc1cc(N(CCCn2cnc3c(SC)ncnc32)CCCn2cnc3c(SC)ncnc32)cc(OC)c1OC,-2.2,7.3,3.6,0.1,-0.4,2.9,0.2,1.7,-0.7,0.0,-0.2
NCCCC[C@H]1CN=C(N)N1CCc1cccc2ccccc12,-0.7,-7.6,1.3,0.7,-0.2,-0.3,-1.2,-0.9,-1.2,1.0,1.3
O=c1c2cn[nH]c2[nH]c(=S)n1-c1ccccc1,0.7,0.8,-3.3,1.4,-0.5,2.7,-0.5,-1.6,-0.8,2.6,-0.5
COc1ccc(-c2nc(SC)n(C(=O)c3ccco3)n2)cc1,5.7,1.6,1.8,5.1,1.3,1.1,2.7,-3.2,-0.8,0.0,4.2*
Cc1ccc(S(=O)(=O)NC2=NCN(CCOC(=O)c3ccccc3)CN2)cc1,3.4,10.2,-0.7,-0.5,0.7,3.8,-1.4,-0.9,-1.1,1.4,0.5
Cc1c(Cl)cccc1NC(=O)C1C2C=CC(C2)C1C(=O)O (stereo not given),-1.6,8.4,-7.9,-0.4,-0.4,0.0,-0.7,-2.6,-0.6,-6.9,1.0
O=C(O)COC(=O)C1C(c2ccccc2)C(C(=O)O)C1c1ccccc1 (stereo not given),2.4,-4.8,3.6,-0.8,0.1,0.5,-0.9,-1.0,-0.7,3.1,-1.1
CC12C=CC3(CN(Cc4ccccc4)C(=O)C3C1C(=O)NCc1ccco1)O2 (stereo not given),-3.0,-1.6,-7.4,-2.6,-1.2,-1.3,-2.6,-4.2,-0.9,-0.9,1.6
Cc1ccc(-n2c(SCC(N)=O)nc3c(oc4ccccc43)c2=O)cc1,-1.8,1.9,9.5,0.7,-0.4,2.5,-1.6,-1.2,-0.2,-2.9,-1.0
CC(=O)Nc1ccc(NS(=O)(=O)c2cc(-c3cnc(C4CC4)o3)ccc2C)cc1,-3.5,-20.8,5.5,-0.6,0.1,1.7,-2.2,2.5,-1.6,-1.0,0.1
CCOC(=O)C1=CCN(S(=O)(=O)c2ccc(Br)cc2)C1c1cccc(Cl)c1 (stereo not given),-0.6,-6.8,-0.2,.,-1.2,1.0,-1.1,2.3,-1.3,-3.4,.
Cc1ccnc(NC(=O)CCC2CCCCC2)c1,10.3,-0.5,-1.6,5.3,1.8,-0.3,2.8,-1.1,-0.4,0.1,2.2
COc1cccc(CN2CCNC(=O)C2CC(=O)NCCCN2CCCC2=O)c1 (stereo not given),-0.5,3.7,-8.3,2.0,-0.1,-3.5,-1.1,-6.5,-1.2,-15.0,1.5
CCOC(=O)C1=CC[C@@H](c2ccncc2)N(S(=O)(=O)c2ccc(C)cc2)C1,0.5,4.6,-52.3,.,0.4,-23.9,-0.6,-9.0,-1.2,-38.1,.
COCCCNC(=O)C[C@H]1C[C@@]2(C(=O)OC)C(=C[C@H](C3CCCC3)O[C@@H]2C)N(Cc2ccccc2)C1=O,-0.7,-1.7,-1.0,.,0.2,7.8,-1.0,7.2,-0.9,6.6,.
CN(Cc1ccco1)C(=O)C(Cc1ccccc1)NS(=O)(=O)c1ccc2c(c1)CCC(=O)N2 (stereo not given),-2.2,-2.5,-13.3,3.4,-0.1,-0.4,-0.6,-2.3,-0.8,-0.2,0.4
Cc1cccc(OCc2nnc(SCC(=O)N3CCc4ccccc43)n2C)c1,-1.3,-11.8,-4.2,1.5,2.8,2.9,-1.1,-1.1,-0.8,-0.1,0.9
COc1cccc(Nc2nc(N)c([N+](=O)[O-])c(N3CCOCC3)n2)c1,-2.7,-4.8,11.4,0.8,-1.1,5.2,-2.7,4.8,-0.9,3.5,-1.1
CC(=O)N1Cc2ccccc2C(C)CC12CCCCC2 (stereo not given),-5.0,18.6,-6.6,-1.8,0.2,0.6,-0.1,2.0,-1.3,0.5,2.0
Cc1c(Cl)cccc1N/C(=N/S(=O)(=O)c1cccs1)c1ccccc1,-2.1,-19.8,-1.2,2.5,-0.8,-2.5,0.1,-2.6,-2.0,-5.7,0.7
COc1ccc(-c2[nH]ncc2/C=C(/C#N)C(=O)NC2CCCCC2)cc1,-3.6,-14.4,-4.9,-0.3,-0.6,-175.9,-3.1,-5.5,-1.0,-220.7,-0.3
CCC(C)[C@H]1CNC(=S)N1CCc1cc(C(F)(F)F)cc(C(F)(F)F)c1 (stereo not given in full),0.9,8.5,14.6,-4.5,0.0,-0.9,-1.8,6.0,-1.6,-2.0,0.0
Cc1csc(NC(=O)CSc2nnc(-c3ccco3)n2C)n1,2.7,2.3,-2.2,0.2,-0.1,7.7,1.8,-0.4,-0.2,3.2,1.8
CC(=O)Nc1ccc(N2C(=O)CC(N3CC(C)OC(C)C3)C2=O)cc1 (stereo not given),2.5,-5.1,-3.5,-0.5,0.1,0.5,0.2,-2.1,-1.1,0.7,0.3
COc1ccccc1CNCC(O)(c1ccc(F)cc1)c1ccc(F)cc1,-1.9,3.5,-6.0,-4.7,-0.3,1.6,-1.9,-4.6,-0.8,-6.7,0.3
O=C(NCc1ccc2c(c1)OCO2)c1ccc(CSCc2ccccc2Cl)o1,-0.6,-12.3,23.2*,1.2,-1.0,-1.4,-0.5,6.7,-1.1,-2.4,-0.8
COC(=O)c1cccc(F)c1C(=O)c1cccc2ccccc12,3.9,-8.6,-8.3,3.8,0.6,-12.5,0.1,-2.5,-0.8,-16.7,-1.2
O=C(NC1CCCC1)[C@@H]1CCCN1C(=O)[C@@H](NC(=O)N1CCOCC1)C1CCCCC1,-2.6,6.4,-15.1,.,0.3,0.3,0.7,-4.9,-0.9,1.1,.
CCN(CC)S(=O)(=O)c1ccc2c(c1)nc(CCC(=O)OCC(=O)Nc1c(F)cccc1F)n2C,0.2,-0.7,2.3,1.0,0.1,-0.8,-0.4,1.1,-1.0,1.5,-0.2
O=C(NCCc1ccccc1Cl)[C@@H]1CCCN1C(=O)[C@H](Cc1cccnc1)NC(=O)N1CCOCC1,-2.9,-23.1,-17.5,.,-1.0,4.0,2.1,-6.5,-0.1,3.8,.
